Compound activity (PubChem BioAssay)
CDK5 inh: inhibitors of human CDK5/p35 kinase, primary screen, biochemical, single concentration; Cyclin-dependent kinase 5 (Homo sapiens) + Cyclin-dependent kinase 5 activator 1 (Homo …; Recombinant CDK5/p35, ADP-Glo luminescence, 60 min; inhibition, % at 10 µM; 330,000 tested, 0.01% active; AID 488839, 2010;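 active = highest replicate inhibition of at least 50% and at least 75% of replicates reaching 50%; inconclusive = only one of the two criteria met; inactive = both criteria failed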;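 note: plate controls were DMSO neutral control for no effect and GW8510 at 10 µM for full effect; many of its hits are not listed in these tables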
PKA-R1A act: activators of PKA-R1A holoenzyme, primary screen, biochemical, fluorescence polarization, Cy5-IP20, bovine R1A, mouse PKAc; PKA-R1A dissociation; scaled: DMSO 0%, 113 µM cGMP 100%; cAMP-dependent protein kinase type I-alpha regulatory subunit (Bos taurus) + …; 340,000 tested, 0.083% active; activation, % at 11.4 µM;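 active = percent activation above the mean of all tested compounds plus 3 SD, cut at about 19% in these data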;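 note: higher means more PKAc released from R1A so a rise in polarization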
SR-BI DiI inh: inhibitors of SR-BI mediated HDL lipid uptake, primary screen, ldlA[mSR-BI] cells, fluorescence, single point; Scavenger receptor class B member 1 (Mus musculus), Q61009; ldlA[mSR-BI] CHO cells, DiI-HDL uptake fluorescence, 3 h; inhibition, % at 12.5 µM; 320,000 tested, 0.96% active; AID 488896, 2010;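 active = mean replicate inhibition of at least 70% and a set share of replicates each scoring 70 or more; inconclusive = meets just one of the two criteria; inactive = fails both criteria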;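 note: 0% = median of neutral control wells and 100% = median of positive control wells; values of inactives mirror those of a sister screen read the other way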
Target sequence (Q61009 whole entry, looked up): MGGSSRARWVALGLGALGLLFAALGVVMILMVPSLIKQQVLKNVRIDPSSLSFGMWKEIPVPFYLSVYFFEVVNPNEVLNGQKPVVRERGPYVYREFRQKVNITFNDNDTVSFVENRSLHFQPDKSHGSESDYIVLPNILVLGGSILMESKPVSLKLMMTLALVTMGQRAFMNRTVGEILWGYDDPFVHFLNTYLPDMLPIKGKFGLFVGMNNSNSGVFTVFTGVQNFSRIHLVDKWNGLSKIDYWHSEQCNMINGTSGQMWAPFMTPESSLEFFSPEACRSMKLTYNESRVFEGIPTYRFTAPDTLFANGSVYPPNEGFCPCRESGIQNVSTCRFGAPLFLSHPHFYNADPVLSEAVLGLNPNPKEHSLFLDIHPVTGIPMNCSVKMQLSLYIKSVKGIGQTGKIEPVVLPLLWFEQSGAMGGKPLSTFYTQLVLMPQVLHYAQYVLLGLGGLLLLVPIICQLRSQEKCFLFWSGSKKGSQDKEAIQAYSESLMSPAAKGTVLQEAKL
dFosB act: activators of delta FosB homodimer, primary screen, biochemical, fluorescence polarization, TAMRA-CDK5 oligo, single point. activation, % at 25 µM. 340,000 tested, 0.99% active. purified delta FosB; percent of positive-control signal above neutral wells. Protein FosB (Mus musculus), P13346;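 active = mean activation above about 17%, with every replicate also reaching it, limit read from the data, passing the limit was not always enough; inconclusive = only one of the two conditions met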;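 note: fluorescence polarization rise as delta FosB binds a TAMRA Cdk5 AP-1 oligo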
PKA-R2B act: activators of PKA-R2B holoenzyme, primary screen, biochemical, fluorescence polarization, Cy5-IP20, human | cAMP-dependent protein kinase catalytic subunit beta (Homo sapiens) + cAMP-dependent … | PKA-R2B holoenzyme dissociation; R2B truncated from residue 108, S112A mutant; 0% DMSO only, 100% 113 µM cGMP | activation, % at 11.4 µM | 340,000 tested, 0.079% active | AID 504700, 2011;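 active = activation above a cutoff set at the mean over all compounds plus 3 SD, cut at about 18% in these data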;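 note: higher means more holoenzyme dissociation and a rise in polarization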
Target sequence (P31323 whole entry, looked up, other chains not shown, the tested form may be a part): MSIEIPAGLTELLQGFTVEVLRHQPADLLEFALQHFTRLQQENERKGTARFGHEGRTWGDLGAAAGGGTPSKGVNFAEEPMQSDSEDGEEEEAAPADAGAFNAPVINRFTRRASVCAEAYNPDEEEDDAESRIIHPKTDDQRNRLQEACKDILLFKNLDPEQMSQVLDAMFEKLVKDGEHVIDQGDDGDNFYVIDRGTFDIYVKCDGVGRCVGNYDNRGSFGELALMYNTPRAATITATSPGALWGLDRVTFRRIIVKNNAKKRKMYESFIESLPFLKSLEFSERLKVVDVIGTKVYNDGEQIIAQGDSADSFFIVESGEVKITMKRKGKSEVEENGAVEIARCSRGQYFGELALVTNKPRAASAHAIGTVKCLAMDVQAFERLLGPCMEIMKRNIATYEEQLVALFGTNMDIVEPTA
MITF act: activators of MITF-driven TRPM1 promoter reporter, primary screen, cell-based, SK-MEL-5, luciferase, single point; SK-MEL-5 TRPM1-promoter luciferase, 24 h; % of positive control, neutral wells = 0; activation, % at 12.5 µM; 300,000 tested, 0.75% active; AID 588334, 2011;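 active = mean activation of at least 80% with every replicate also reaching 80%; inconclusive = mean reaches 80% but some replicate falls short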;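 note: 0% = neutral control wells and 100% = parthenolide positive control wells; values of inactives mirror those of a sister screen read the other way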
Arrestin-AP2 inh: inhibitors of beta-arrestin/AP2 binding, primary screen, biochemical, GPCR trafficking, flow cytometry | 340,000 tested, 0.31% active | AID 504490, 2011 | inhibition, % at 10 µM | FITC-arrestin peptide / GST-AP2 beads; AP2 beta2 appendage carries R879A mutation | beta-arrestin 1 C-terminal peptide binding to AP2 beta2-adaptin appendage (human);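 active = inhibition above a set limit, near 3 SD of compounds lacking own fluorescence, cut at about 54% in these data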;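 note: plate controls were DMSO wells for no effect and 5 µM unlabelled arrestin peptide for full effect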
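Material – GST-tagged AP2 beta2-adaptin appendage (R879A) on 4 µm glutathione beads · Probe or stimulus – fluorescein-tagged arrestin peptide at 50 nM final · Timing – 12 min plus 1 h, RT · Detection – bead flow cytometry, FITC channel · Read-out basis – inhibition as reduced fluorescein signal on beads, percent · Medium – PBS plus Tween 20 (0.05%) and BSA (0.1%)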
NSD2 HMT inh: NSD2 histone methyltransferase inhibitors, primary screen, biochemical, AlphaScreen, single concentration, set 2; NSD2 peptide methylation, 120 min; inhibition, % at 12.5 µM; 310,000 tested, 0.54% active; in the data active = inhibition above about 50%
DSG3 Ab inh: inhibitors of pemphigus antibody binding to DSG3, primary screen, biochemical, bead-based, flow cytometry, scFv-GFP. Desmoglein-3 (Homo sapiens), P32926. DSG3-coupled beads, scFv-anti-DSG3-GFP binding; hits give low values. binding (percent of control), % at 10 µM. 310,000 tested, 0.48% active;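 active = binding more than 3 SD below its plate's average and above zero; inconclusive = below that plate limit but binding exactly zero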;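 note: hits lower antibody fragment binding to DSG3; some compounds called inactive have numbers as strong as hits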
SR-BI DiI-HDL act: activators of SR-BI mediated DiI-HDL uptake, primary screen, ldlA[mSR-BI] CHO cells, DiI fluorescence; 3 h; 100 = double the neutral-control signal; activation, % at 12.5 µM; 320,000 tested, 0.096% active; AID 504775, 2011;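 active = mean replicate activation of at least 60% and every replicate at or above 60%; inconclusive = mean or all-replicate condition met, but not both; inactive = mean below 60% and not all replicates reaching 60%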;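 note: 0% = median plate neutral-control signal and 100% = twice that signal; values of inactives mirror those of a sister screen read the other way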
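system = CHO ldlA[mSR-BI] cells, LDL receptor-null, SR-BI overexpressing | medium = Ham's F12 with 0.5% BSA, HEPES 25 mM, pH 7.4 | probe or stimulus = DiI-HDL 10 µg/mL | compound dosing = single-point compound dose | incubation = compound exposure 3 h, 37 °C | technique = DiI fluorescence, bottom read | read-out = cell-associated DiI fluorescence as measure of HDL uptake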
Mot1-301 SUMO: yeast Mot1-301 growth rescue at high temperature, primary screen, SUMOylation pathway inhibitor project, S. cerevisiae, ATP luminescence, 38.5C; 320,000 tested, 1% active; S. cerevisiae Mot1-301 growth rescue; percent above DMSO median, 100 means doubled; AID 2716, 2010; growth rescue, % at 18.8 µM;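 active = every valid replicate shows activation above 250% relative to neutral control wells; inactive = the rest, any valid replicate at or below 250%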;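 note: OY570 slx delta 5 strain wells were the positive control but not used for scaling; some compounds called inactive have numbers as strong as hits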
Numbers without * were called inactive; ? = inconclusive; . = not tested or not shown.

SMILES	CDK5 inh	PKA-R1A act	SR-BI DiI inh	dFosB act	PKA-R2B act	MITF act	Arrestin-AP2 inh	NSD2 HMT inh	DSG3 Ab inh	SR-BI DiI-HDL act	Mot1-301 SUMO
COC(=O)c1sccc1NC(=O)CN(C)NS(=O)(=O)c1ccc([N+](=O)[O-])cc1	1.6	-7.6	-57.9	-13.9	-2.7	.	1.4	-4.7	97.1	57.9	-10.7
COC(=O)c1ccc(Oc2c(C(F)(F)F)oc3c(CN4CCN(C)CC4)c(O)ccc3c2=O)cc1	-1.6	1.3	1.3	2.6	-7.5	-4.6	10.2	12.8	104.4	-1.3	-19.2
O=C(CCCC(=O)N(CC(=O)NC1CCCC1)Cc1ccccc1)Nc1ccccn1	-0.6	-2.8	-14.2	-3.9	2.7	-10.3	5.6	-3.5	110.6	14.2	-7.1
CC(=O)NC(CCS(C)(=O)=O)C(=O)Nc1nccs1 (stereo not drawn)	-0.5	6.8	-21.1	-3.3	-5.9	3.2	-7.0	-0.2	105.6	21.1	-12.5
CCCCn1nnc(NC(=O)c2cc3ccccc3o2)n1	1.4	-2.5	-25.0	9.0	-1.2	?	-3.6	-1.5	108.2	25.0	10.1
CCc1c(C2(O)CCCCC2)[nH]c2c(C(=O)OC)cc(Cl)cc12	0.4	5.6	-14.9	0.4	2.0	-7.4	-1.7	.	104.9	14.9	-1.0
O=C(CNC(=O)c1ccc(Cl)cc1Cl)NCc1ccccn1	-0.6	5.5	-7.5	4.8	-2.6	-12.2	29.0	-0.3	95.3	7.5	-4.0
Cc1ccnn1CC(=O)N/N=C/c1cccs1	-1.0	3.2	-39.4	-2.4	-9.8	-5.1	32.1	-1.2	100.4	39.4	-20.6
COc1ccccc1-c1sc2cc3c(cc2c1-c1ccc2c(c1)OCO2)OCO3	-6.4	10.1	61.5	-3.2	-8.3	23.0	-13.0	.	.	-61.5	-13.5
COc1ccc(C2NC(=O)NC(O)(C(F)(F)F)C2C(=O)c2ccccc2)cc1OC (stereo not drawn)	-3.6	-0.1	-8.5	-7.0	3.6	-8.1	4.7	0.7	108.8	8.5	-12.6
CS(=O)(=O)N1N=C(c2ccc(Cl)cc2)CC1c1cccs1 (stereo not drawn)	-0.8	4.1	1.3	-3.5	-2.8	44.2	34.0	-0.2	100.6	-1.3	.
CC(=O)N1c2ccc(S(=O)(=O)NCCC(=O)Nc3ccccc3C)cc2CC1C (stereo not drawn)	1.1	6.8	43.7	-4.3	0.9	1.3	0.1	-5.7	105.3	-43.7	-3.6
CC(C)[C@H](NC(N)=O)C(=O)Nc1ccc2c(c1)CCC2	-0.7	-4.3	-9.3	1.3	-1.4	3.9	4.0	-2.6	103.5	9.3	-4.4
COC(=O)C1=C(C)NC(=S)N(C(C)=O)C1c1ccccc1 (stereo not drawn)	-0.5	-1.5	11.1	3.9	-5.6	0.7	24.4	1.7	114.1	-11.1	0.1
O=C(NCc1ccncc1)C(=O)NCC(c1ccco1)N1CCN(c2ccccc2F)CC1 (stereo not drawn)	-0.6	-0.3	4.9	-5.4	1.5	-2.5	-5.6	-2.5	112.1	-4.9	4.0
Cc1ccc(C(CC(=O)N2CCCCC2)c2ccccc2)c(O)c1C (stereo not drawn)	-2.8	-4.7	-5.0	-10.4	-1.1	4.7	3.4	-1.2	.	5.0	2.3
CCc1nc(SCc2ccc(Cl)cc2)n[nH]1	1.7	0.4	-32.3	-12.2	0.6	12.3	-3.7	-3.1	93.7	32.3	80.9
N/C(=N\OC(=O)c1ccc2ccccc2c1)c1ccc(Br)cc1	-0.7	1.3	-17.0	-5.6	6.3	24.1	-7.9	-1.8	98.1	17.0	-8.2
Cc1ccc(C(=O)/C=C/N(C)C)o1	-1.3	0.3	-6.1	3.1	-1.4	-2.8	-5.0	-1.0	97.0	6.1	2.3
CCOc1ccccc1CNS(=O)(=O)c1csc(C(N)=O)c1	0.9	2.5	-1.3	-1.5	-9.8	-5.3	-1.1	-0.5	.	1.3	11.0
CC(=O)Nc1ccc(-c2csc(NNC(=O)c3ccc(C)cc3)n2)cc1	0.1	-6.0	17.8	-7.4	-2.9	-0.2	-13.0	1.5	102.5	-17.8	-2.7
COc1ccc(CNC(=O)C[C@H]2C[C@H](C(=O)N3CCOCC3)[C@@]3(C)c4[nH]c5ccc(Cl)cc5c4CCN3C2=O)cc1OC	-0.7	-5.8	32.1	-10.9	-7.8	-6.7	-4.5	.	98.9	-32.1	.
CC(=O)c1cnn(-c2c(Cl)cc(Cl)cc2Cl)c1C	0.5	5.0	21.8	5.7	-2.7	.	35.2	0.0	102.7	-21.8	-7.7
O=C(c1cc(-c2cccc(Cl)c2)on1)N1CCc2ccccc2C1	0.2	-2.1	-14.1	1.1	-9.1	6.7	8.7	-1.0	98.3	14.1	-18.9
COc1ccc(CCNC(=O)COC(=O)c2cc(OC)c(OC)cc2OC)cc1OC	1.9	0.8	-12.4	4.7	10.0	11.6	-0.1	0.3	91.9	12.4	-1.3
Cc1ccc(-c2csc(NC(=O)CN3CCOCC3)n2)cc1C	0.9	-2.6	42.4	-13.7	-2.3	8.6	23.4	.	102.1	-42.4	-11.3
C[C@H](CO)N1C[C@H](C)[C@@H](CN(C)S(C)(=O)=O)Oc2ccc(NS(=O)(=O)c3cn(C)cn3)cc2C1=O	-3.1	1.4	-9.4	3.6	-5.0	3.2	-19.4	.	97.5	9.4	.
Cc1cnc(C(=O)OCC(=O)Nc2ccc(Cl)cc2Cl)cn1	1.6	3.2	-37.7	-7.7	-0.4	16.3	3.2	-8.1	112.6	37.7	-17.9
Cc1cc(C(=O)N2CCCC(N3CCN(c4cccc(C(F)(F)F)c4)CC3)C2)n[nH]1 (stereo not drawn)	-1.7	-1.6	30.9	-9.3	-2.9	-3.4	-5.6	2.6	99.2	-30.9	1.8
O=C(/C=C/c1ccco1)NCc1ccccn1	-1.4	-4.9	-9.0	-2.2	-1.7	-4.6	-4.1	1.2	103.4	9.0	5.0
COc1ccc(NC(=O)C2OCCc3ccccc32)c(OC)c1 (stereo not drawn)	0.2	6.5	-7.2	-10.7	10.0	0.1	1.9	-2.7	97.3	7.2	-6.7
CC1(c2nnc(-c3ccc(Cl)cc3)o2)CC(c2ccc([N+](=O)[O-])cc2)=NO1 (stereo not drawn)	1.8	9.7	-48.3	6.5	-7.9	4.8	-14.0	.	98.0	48.3	-0.6
O=C(COc1ccccc1Cc1ccccc1)Nc1cccnc1	-1.8	-5.8	1.4	-13.0	-6.5	-9.6	20.8	1.8	102.2	-1.4	1.3
CC(C)c1ccc(OCC(=O)N2CCN(C(=O)c3ccco3)CC2)cc1	-3.6	-6.5	-30.4	-6.3	-9.1	4.3	-8.4	0.8	117.1	30.4	16.9
COc1ccc(OCC(=O)NNC(=O)c2ccc(-c3ccccc3)cc2)cc1	0.0	6.2	-27.8	4.4	10.8	.	23.6	.	.	27.8	33.0
CN(C)S(=O)(=O)c1cccc(COC(=O)CCNC(=O)c2ccc([N+](=O)[O-])cc2)c1	1.0	-1.8	-5.1	-12.7	-0.6	.	24.0	2.9	105.9	5.1	.
O=C(NCC1CCN(C(=O)c2ccc([N+](=O)[O-])cc2)CC1)c1ccc([N+](=O)[O-])cc1	-0.3	-3.3	.	0.9	3.8	-4.0	-3.1	2.1	.	.	-0.6
O=S1(=O)NC(=NCCOCCO)c2ccccc21	-2.1	-5.4	-0.1	-3.6	-5.2	-7.4	0.1	-9.0	100.0	0.1	-12.9
COc1cc(C(=O)NCC(c2cccs2)N2CCOCC2)c([N+](=O)[O-])cc1OC (stereo not drawn)	0.3	2.9	-13.6	-10.0	-5.7	1.4	-4.5	-1.2	105.7	13.6	-9.7
CC(C)(C)OC(=O)CC12CCCCC1NC(=O)O2 (stereo not drawn)	0.2	-3.2	-17.8	6.9	8.2	.	4.3	.	98.8	17.8	-11.5
Cc1nc([N+](=O)[O-])c(Br)n1CC(=O)c1ccc(Br)cc1	0.4	2.4	-53.0	-5.0	7.8	.	18.8	-1.2	.	53.0	31.3
O=C(NC1CCCCC1)C(c1ccncc1)N(C(=O)Cn1nnc(-c2cccs2)n1)C1CCCC1 (stereo not drawn)	2.3	-7.0	-23.0	-1.6	-10.9	-0.3	20.4	.	80.1	23.0	-28.3
COc1ccc(C(=O)N(CN2CCCC2=O)c2cc(C)on2)cc1OC	-2.0	1.3	-7.1	2.0	9.5	-5.5	-0.7	-4.8	99.4	7.1	-12.9
C[C@@H]1CN([C@H](C)CO)C(=O)c2cccc(NS(=O)(=O)c3ccccc3)c2O[C@H]1CN(C)C	1.9	4.3	-10.0	-2.2	6.0	-4.3	15.2	.	95.8	10.0	-3.0
Cc1ccc(C)c(S(=O)(=O)Nc2ccc3oc(C)c(C(=O)O)c3c2)c1	-5.6	-9.4	-4.1	-15.9	-8.4	7.9	-9.1	49.0	85.0*	4.1	9.0
